Tau fibril FP: blocks human tau fibril formation measured by polarization; K18 P301L tau heparin fibrillization, Alexa594 FP, 6 h; P10636; 0.39% of 280,000 active; Potency, µM (top dose mostly 57.7 µM), without a hit: at the highest dose activity, negative = inhibition, hits mostly inhibitors; also: % is scaled to controls: 0 for no effect and ±100 for the full control effect; nearly all actives have a fitted effect of over 55% in size
Target sequence (P10636 561-689 P618L limits assumed): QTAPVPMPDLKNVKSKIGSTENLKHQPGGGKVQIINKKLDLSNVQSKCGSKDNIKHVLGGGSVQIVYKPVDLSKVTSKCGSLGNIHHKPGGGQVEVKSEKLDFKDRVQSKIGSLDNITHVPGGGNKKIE
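Steps: dispense K18 P301L tau (15 uM plus 0.24 uM Alexa 594 tracer, final) in pH 7 sodium acetate; add compound; add heparin (20 uM final); incubate 6 hr, 37 C; add ThT (30 uM final); after 1 hr ambient, read FP.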
RECQ1 inh: inhibitors of human RECQ1 DNA helicase; P46063; RECQ1 DNA unwinding, red fluorescence kinetic read; Potency, µM (series often up to 57.3 µM), inactives show at the top dose activity, negative = inhibition, hits mostly inhibitors; 0.54% of 240,000 active;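 also: plate controls were vehicle for no effect and no enzyme for full effect; nearly all actives have a fitted effect of over 30% in size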
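RECQ1T1 50 nM; forked duplex (20 bp + 30-nt ss tails) 200 nM, ATP 2 mM final; pH 8.0, 2 mM MgCl2, 2.5 ug/ml poly(dI-dC); 15 min compound preincubation; discontinuous kinetic read over 2 h at RT.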
TRb-SRC2 inh: inhibitors of human thyroid hormone receptor beta-SRC2 interaction | P10828 | TRbeta-SRC2 peptide binding, fluorescence polarization; receptor liganded with 1 µM T3 | Potency, µM (doses to about 106 µM), for the others: at the top dose activity change, negative = inhibition, most hits filed as inhibitors | 0.065% of 280,000 active;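 also: plate controls were bound peptide for no effect and peptide without receptor for full effect; nearly all actives have a fitted effect of over 50% in size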
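Decrease in fluorescence polarization of 20 nM Texas Red SRC2 coactivator peptide flagged inhibition of its binding to 0.6 uM TRb LBD; 1 uM T3 included, incubation 5 hr, ex 555/em 632 nm.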
Tau fibril ThT: tau fibrillization inhibition (ThT binding); AID 1460; Potency, µM (top dose mostly 57.4 µM), without a hit: at the top dose activity, negative = inhibition, hits mostly inhibitors; recombinant tau K18 P301L, heparin-induced fibrillization, ThT fluorescence; 2.1% of 270,000 active; also: % is scaled to controls: 0 for no effect and ±100 for the full control effect; nearly all actives have a fitted effect of over 55% in size
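In this qHTS, human K18 P301L tau is incubated with compound and heparin for 6 hr at 37 C, and Thioflavin T fluorescence then reports fibril load.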
L3MBTL1 block: blocks human L3MBTL1. AlphaScreen L3MBTL1–H3K9me1 peptide binding. Potency, µM (titrated, usually from 57.1 µM), without a hit: at the highest dose activity, negative = inhibition, hits mostly inhibitors. 0.66% of 230,000 active. AID 485360; also: % is scaled to controls: 0 for no effect and ±100 for the full control effect; nearly all actives have a fitted effect of over 60% in size
Target sequence (Q9Y468 whole entry, looked up): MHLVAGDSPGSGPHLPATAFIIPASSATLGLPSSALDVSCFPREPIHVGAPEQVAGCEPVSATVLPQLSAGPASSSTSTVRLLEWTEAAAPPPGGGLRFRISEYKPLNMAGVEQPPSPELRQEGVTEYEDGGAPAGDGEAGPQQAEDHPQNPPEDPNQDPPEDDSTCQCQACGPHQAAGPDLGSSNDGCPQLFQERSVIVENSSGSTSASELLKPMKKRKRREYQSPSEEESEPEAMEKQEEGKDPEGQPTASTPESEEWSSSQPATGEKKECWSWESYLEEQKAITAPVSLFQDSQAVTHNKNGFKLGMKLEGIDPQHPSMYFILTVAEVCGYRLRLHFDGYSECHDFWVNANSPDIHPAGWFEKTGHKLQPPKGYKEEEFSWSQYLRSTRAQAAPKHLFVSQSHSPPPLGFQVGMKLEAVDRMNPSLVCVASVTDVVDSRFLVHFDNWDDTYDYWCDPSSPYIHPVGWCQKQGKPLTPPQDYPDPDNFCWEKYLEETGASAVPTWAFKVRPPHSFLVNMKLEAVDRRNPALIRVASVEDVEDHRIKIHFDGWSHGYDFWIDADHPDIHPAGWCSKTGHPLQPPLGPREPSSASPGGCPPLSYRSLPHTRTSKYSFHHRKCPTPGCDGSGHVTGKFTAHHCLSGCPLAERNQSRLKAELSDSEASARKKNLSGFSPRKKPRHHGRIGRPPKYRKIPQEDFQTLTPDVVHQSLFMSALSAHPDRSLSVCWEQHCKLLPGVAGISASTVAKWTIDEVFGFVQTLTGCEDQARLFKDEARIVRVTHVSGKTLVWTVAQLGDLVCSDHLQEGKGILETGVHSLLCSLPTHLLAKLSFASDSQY
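First, the protein-peptide complex forms for 30 min at room temperature (L3MBTL1 50 nM, biotinylated H3K9me1 peptide 75 nM). Next, compounds are pin-transferred and incubated 30 min. Finally, AlphaScreen beads are added and read after 30 min.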
HTT ATP protect: Huntington cell model cytoprotection by ATP luminescence; PC12 HTT-Q103 induced, cytoprotection, ATP luminescence, 40 h; Potency, µM (titrated, usually from 56.4 µM), inactives show cytoprotection (ATP increase), most hits filed as activators; 0.14% of 230,000 active; AID 1471;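 also: % of control where 0% means no effect; nearly all actives have a fitted effect of over 45% in size; toxic huntingtin expression switched on by the ecdysone agonist tebufenozide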
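Compounds were screened for protection of PC12 cells against cell death after tebufenozide induction (100 nM final) of mutant Huntingtin exon 1 (Q103) fused to GFP.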
TR SRC2 fluor cs: alters Texas Red total fluorescence, flagging assay interference. 0.29% of 280,000 active. Potency, µM (doses to about 106 µM), for inactives: top-dose fluorescence change, negative = quenching. TRb/SRC2 Texas Red total fluorescence interference; active = well fitted curve in either direction with a large enough effect; inconclusive = small, poorly fitted or top-dose-only effect; also: % is scaled to controls: 0 for no effect and ±100 for the full control effect
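Flags fluorescent or light-absorbing compounds by total fluorescence, S + 2P, at 555 nm excitation and 632 nm emission. Mixture: 20 nM Texas Red SRC2 peptide, 0.6 uM human TRb LBD, 1 uM T3, 5% DMSO; compound exposure 5 h at ambient temperature.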
Tau fluor counter: counter-screen for tau fibril formation inhibitors | tau K18 P301L Alexa594 fluorescence, heparin fibrillization | Potency, µM (highest dose often 57.7 µM), without a hit: at the highest dose activity change, negative = decrease | 0.93% of 280,000 active | AID 1463; also: % is scaled to controls: 0 for no effect and ±100 for the full control effect; nearly all actives have a fitted effect of over 55% in size
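Human tau K18 P301L (15 uM unlabeled, 0.24 uM Alexa 594-labeled) in 100 mM sodium acetate pH 7 with 20 uM heparin, 6 hr at 37 C. ThT 30 uM added, 1 hr ambient; Alexa 594 FP and total fluorescence read at 555/632 nm.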
An asterisk follows results filed as active; [ ] = dose if it differs, or a comment. Unless noted, calls follow the shape of the dose curve; as a rule, active = well fitted curve in the direction sought with a large enough effect; inconclusive = small, poorly fitted or top-dose-only effect, or another doubt; inactive = no such curve, though single readings can be large; an effect the other way counts as inactive or inconclusive. Potency is read from the fitted curve at half-maximal effect.

What do the screens show for `CC(=O)c1c(C)n([O-])c2ccccc2[n+]1=O`?
Tau fibril FP: 2%; RECQ1 inh: -9%; TRb-SRC2 inh: -20%; Tau fibril ThT: 1%; L3MBTL1 block: -16%[11.4 µM]; HTT ATP protect: -19%; TR SRC2 fluor cs: -3%; Tau fluor counter: 4%

How did Cc1cc(C)cc(OCC(=O)Nc2ccc3c(c2)C(=O)c2ccccc2C3=O)c1 do in these assays?
Tau fibril FP: 6%; RECQ1 inh: -2%; TRb-SRC2 inh: 4%; Tau fibril ThT: inconclusive; L3MBTL1 block: -7%; HTT ATP protect: -16%[10 µM]; TR SRC2 fluor cs: 10%; Tau fluor counter: -15%

What do the screens show for `COc1cc(/C=N/N2C(=O)CSC2=S)cc(Br)c1O`?
Tau fibril FP: inconclusive; RECQ1 inh: 35µM*; TRb-SRC2 inh: inconclusive; Tau fibril ThT: 13µM*; L3MBTL1 block: 32µM*; HTT ATP protect: -8%; TR SRC2 fluor cs: inconclusive; Tau fluor counter: inconclusive

What do the screens show for `Nc1nc(CN2CCN(c3ccccn3)CC2)nc(Nc2ccc(Cl)cc2)n1`?
Tau fibril FP: -17%; RECQ1 inh: -6%; TRb-SRC2 inh: -13%; Tau fibril ThT: -18%; L3MBTL1 block: -28%; HTT ATP protect: -31%; TR SRC2 fluor cs: 0%; Tau fluor counter: -15%

Results for CCc1ccccc1S(=O)(=O)Cc1ccc(C(=O)N2CCN(c3ccccn3)CC2)o1 ?
Tau fibril FP: 10%; RECQ1 inh: -23%; TRb-SRC2 inh: 1%; Tau fibril ThT: -8%; HTT ATP protect: -51%[inhibitor]; TR SRC2 fluor cs: -7%; Tau fluor counter: -9%

How did CN(C)CCCN(Cc1cc2cc3c(cc2[nH]c1=O)OCCO3)C(=O)NC1CCCCC1 do in these assays?
Tau fibril FP: -2%; RECQ1 inh: -6%; TRb-SRC2 inh: 5%; HTT ATP protect: 10%[10 µM]; TR SRC2 fluor cs: 0%; Tau fluor counter: -8%

How did O=C(COc1ccccc1F)Nc1c(C(=O)Nc2cccc(F)c2)oc2ccccc12 do in these assays?
Tau fibril FP: inconclusive; TRb-SRC2 inh: 2%; Tau fibril ThT: 10%; TR SRC2 fluor cs: -1%; Tau fluor counter: -19%

What do the screens show for `CC(Sc1n[nH]c(N)n1)C(=O)C12CC3CC(CC(C3)C1)C2` (configuration not stated)?
Tau fibril FP: -8%; RECQ1 inh: -9%; TRb-SRC2 inh: -16%; Tau fibril ThT: -4%; HTT ATP protect: -1%; TR SRC2 fluor cs: -1%; Tau fluor counter: -11%

How did OCC1NCC(O)C(O)C1O (configuration not stated) do in these assays?
Tau fibril FP: -1%; RECQ1 inh: inactive; TRb-SRC2 inh: -3%; Tau fibril ThT: -4%; TR SRC2 fluor cs: 2%; Tau fluor counter: -3%

What do the screens show for `O=S(=O)(c1cccc(-c2nnc(SC(F)F)n2-c2ccccc2)c1)N1CCCCC1`?
Tau fibril FP: 4%; RECQ1 inh: -7%; TRb-SRC2 inh: 0%; Tau fibril ThT: 8%; L3MBTL1 block: 3%; HTT ATP protect: -6%; TR SRC2 fluor cs: 0%; Tau fluor counter: -7%

How did CC(/C=N/NC(=O)CNc1n[nH]c(=O)[nH]c1=O)c1ccccc1 (configuration not stated) do in these assays?
Tau fibril FP: -10%; RECQ1 inh: -1%; TRb-SRC2 inh: 1%; Tau fibril ThT: 0%; L3MBTL1 block: 7%; HTT ATP protect: 1%[10 µM]; TR SRC2 fluor cs: 1%; Tau fluor counter: 2%

Results for O=C(Nc1cc(C(F)(F)F)ccc1Cl)C(Sc1n[nH]c(=O)[nH]c1=O)c1ccccc1 (configuration not stated) ?
Tau fibril FP: -8%; RECQ1 inh: inconclusive; TRb-SRC2 inh: -1%; Tau fibril ThT: -9%; L3MBTL1 block: 3%; HTT ATP protect: 7%[10 µM]; TR SRC2 fluor cs: -1%; Tau fluor counter: -16%

What do the screens show for `COc1cccc(Oc2nc(C)nc3c2oc2ccccc23)c1`?
Tau fibril FP: -4%; TRb-SRC2 inh: 0%; Tau fibril ThT: -6%; TR SRC2 fluor cs: 0%; Tau fluor counter: -13%

What do the screens show for `COc1ccc(SCCC(=O)NCc2ccncc2)cc1`?
Tau fibril FP: -1%; RECQ1 inh: inactive; TRb-SRC2 inh: 11%; Tau fibril ThT: -13%; L3MBTL1 block: 11%; HTT ATP protect: 15%[10 µM]; TR SRC2 fluor cs: -3%; Tau fluor counter: -11%

How did COCCn1c(C)cc(O)c(C(c2ccc(C)cc2)N2CCCCC2)c1=O (configuration not stated) do in these assays?
Tau fibril FP: -2%; TRb-SRC2 inh: 11%; Tau fibril ThT: inconclusive; TR SRC2 fluor cs: 1%; Tau fluor counter: -5%

Results for CCOC(=O)N1CCN(C(=O)C2CCCN(S(=O)(=O)c3cc(C)ccc3OC)C2)CC1 (configuration not stated) ?
Tau fibril FP: -7%; RECQ1 inh: 5%; TRb-SRC2 inh: -6%; Tau fibril ThT: -12%; HTT ATP protect: -8%; TR SRC2 fluor cs: 1%; Tau fluor counter: -8%

How did O=C(CSc1nc(-c2ccc(F)cc2)[nH]c1-c1ccc(F)cc1)Nc1ccc2c(c1)OCO2 do in these assays?
Tau fibril FP: inconclusive; TRb-SRC2 inh: 10%; Tau fibril ThT: inconclusive; TR SRC2 fluor cs: -2%; Tau fluor counter: inconclusive

Results for CS(=O)(=O)N(CC(=O)NCCSCc1c(F)cccc1Cl)c1cccc([N+](=O)[O-])c1 ?
Tau fibril FP: 1%; RECQ1 inh: -2%; TRb-SRC2 inh: -3%; Tau fibril ThT: 1%; L3MBTL1 block: -4%; HTT ATP protect: -108%[inhibitor]; TR SRC2 fluor cs: -3%; Tau fluor counter: -21%

What do the screens show for `CS(=O)(=O)N1CCC(Oc2ccccc2C(=O)N2CCN(CC3CC3)CC2)CC1`?
Tau fibril FP: 3%; RECQ1 inh: inactive; TRb-SRC2 inh: 1%; Tau fibril ThT: -6%; L3MBTL1 block: 4%; HTT ATP protect: 37%[10 µM]; TR SRC2 fluor cs: -3%; Tau fluor counter: -2%

How did Cc1ccc(/C=N/N2C(=O)c3ccccc3NC2c2ccc(C)cc2)cc1 (configuration not stated) do in these assays?
Tau fibril FP: 2%; RECQ1 inh: -5%; TRb-SRC2 inh: -5%; Tau fibril ThT: 2%; L3MBTL1 block: 6%; HTT ATP protect: 9%[10 µM]; TR SRC2 fluor cs: 5%; Tau fluor counter: 2%

What do the screens show for `CCCC(=O)OCC(=O)NC1CCCc2ccccc21` (configuration not stated)?
Tau fibril FP: 2%; RECQ1 inh: inactive; TRb-SRC2 inh: 6%; Tau fibril ThT: -8%; HTT ATP protect: -31%[inhibitor]; TR SRC2 fluor cs: -1%; Tau fluor counter: -6%

What do the screens show for `Cc1cc2c(cc1C)/C(=C\C(N)=O)NC(C)(C)C2`?
Tau fibril FP: 11%; RECQ1 inh: inactive; TRb-SRC2 inh: -12%; Tau fibril ThT: -1%; HTT ATP protect: -8%; TR SRC2 fluor cs: 0%; Tau fluor counter: 5%

How did COc1cc2c(cc1OC)/C(=C/C#N)NC(C)(C)C2 do in these assays?
Tau fibril FP: -3%; RECQ1 inh: 0%; TRb-SRC2 inh: 2%; Tau fibril ThT: inconclusive; L3MBTL1 block: 2%; HTT ATP protect: -34%; TR SRC2 fluor cs: -6%; Tau fluor counter: -2%

Results for Cc1cc(Cl)ccc1NC(=S)N1CCN(C(=O)C2CCCO2)CC1 (configuration not stated) ?
Tau fibril FP: 2%; RECQ1 inh: -5%; TRb-SRC2 inh: 2%; Tau fibril ThT: 9%; L3MBTL1 block: 6%; HTT ATP protect: 2%[10 µM]; TR SRC2 fluor cs: 0%; Tau fluor counter: -1%

As a working copy, part of the list above:
What do the screens show for `COc1cccc(Oc2nc(C)nc3c2oc2ccccc23)c1`?
Tau fibril FP: -4%; TRb-SRC2 inh: 0%; Tau fibril ThT: -6%; TR SRC2 fluor cs: 0%; Tau fluor counter: -13%

What do the screens show for `COc1ccc(SCCC(=O)NCc2ccncc2)cc1`?
Tau fibril FP: -1%; RECQ1 inh: inactive; TRb-SRC2 inh: 11%; Tau fibril ThT: -13%; L3MBTL1 block: 11%; HTT ATP protect: 15%[10 µM]; TR SRC2 fluor cs: -3%; Tau fluor counter: -11%

Remaining list, next part:
Results for Cc1ccc(-c2noc(CNC(=O)c3ccc(C(C)(C)C)cc3)n2)cc1 ?
Tau fibril FP: inconclusive; TRb-SRC2 inh: -5%; Tau fibril ThT: -9%; TR SRC2 fluor cs: -2%; Tau fluor counter: inconclusive

What do the screens show for `CCOC(=O)Cc1csc(NC(=S)NC(=O)c2ccccc2)n1`?
Tau fibril FP: -7%; RECQ1 inh: 14%; TRb-SRC2 inh: 2%; Tau fibril ThT: -4%; L3MBTL1 block: -2%; HTT ATP protect: -3%[10 µM]; TR SRC2 fluor cs: -1%; Tau fluor counter: -15%

What do the screens show for `C/C(=N/Oc1nc(C)cc(C)n1)c1ccc(Cl)cc1Cl`?
Tau fibril FP: -6%; RECQ1 inh: -5%; TRb-SRC2 inh: 2%; Tau fibril ThT: -12%; L3MBTL1 block: 0%; HTT ATP protect: -7%; TR SRC2 fluor cs: -1%; Tau fluor counter: -8%

Results for COc1ccc(/C=C/C(=O)c2cc3c(cc2N)OCO3)cc1 ?
Tau fibril FP: -2%; RECQ1 inh: -14%; TRb-SRC2 inh: 3%; Tau fibril ThT: 2.8µM*; HTT ATP protect: -57%[inhibitor]; TR SRC2 fluor cs: -6%; Tau fluor counter: 16µM*[quencher]

How did CCCCCn1c(=S)[nH]c2cc(C(=O)N3CCCC3)ccc2c1=O do in these assays?
Tau fibril FP: -3%; RECQ1 inh: -1%; TRb-SRC2 inh: 7%; Tau fibril ThT: -16%; L3MBTL1 block: 28%; HTT ATP protect: -17%; TR SRC2 fluor cs: 1%; Tau fluor counter: -20%

From PubChem BioAssay

This is a subset; the hit share may differ from the screen's.
